Dengue-2 NS5 capping – flavivirus cap methylation enzyme inhibition – biochemical, confirmation dose response, primary screen (AID 588689); Dengue-2 NS5 methyltransferase capping enzyme assay, biochemical; higher % means a stronger effect; inhibition, % at 25 µM, or IC50 in µM where a hit was titrated; actives 0.3% (n = 340,000); in the data active means a potency from the dose series; inconclusive means inhibition above about 29% without an active follow-up result
Dengue-2 NS5 capping pilot replicate – further read-out of Dengue-2 NS5 capping, marked with its call; inhibition, %; measured here: pilot screen replicate inhibition
Starred values were filed as active, the others as inactive; ? = inconclusive. Not all compounds are listed. The share of hits here may be higher or lower than overall.

SMILES | Dengue-2 NS5 capping | others
CN(C)C(CNC(=O)c1ccc(Cl)c(S(=O)(=O)N2CCCCCC2)c1)c1ccccc1 (stereo not given) | -7%
COc1cc(OC)c(N2CC(C(=O)Nc3cccc(C(=O)NC4CC4)c3)CC2=O)cc1Cl (stereo not given) | -10%
Cc1ccc2nc(SCC(=O)Nc3cccc4ccccc34)nc(=O)n2c1 | 3%
CC(C)Cn1c(N)c(C(=O)COC(=O)c2ccc(O)cc2O)c(=O)n(C)c1=O | -3%
COc1ccc(CCC(=O)Nc2cc(S(=O)(=O)N3CCCCC3)ccc2N(C)C)cc1 | -2%
CCN(CC)CCn1c2c(c(SCC(=O)Nc3ccc4c(c3)OCO4)nc1=O)CCC2 | -3%
Cc1cc(Sc2ccc([N+](=O)[O-])cn2)ccc1Br | -3%
CCC(C)c1ccccc1O (stereo not given) | -4%
O=C(OCc1cn([C@H]2C[C@H](c3ccc(Cl)cc3)N(C(=O)c3cccs3)C[C@@H]2O)nn1)c1ccccc1 | -6%
COc1ccccc1CNC(=O)COC(=O)COc1ccccc1Cc1ccccc1 | -7%
Nc1c(Br)cc(Br)c2c1-c1ccc([N+](=O)[O-])cc1C2 | 2%
O=C(CSc1cc(Cl)ccc1Cl)NCCN1C(=O)CSC1=O | 6%
Cc1ccc2nc3[nH]c(=O)[nH]c(=O)c3c(N)c2c1 | -4%
Cc1ccc(S(=O)(=O)N2CCOCC2)cc1NC(=O)COC(=O)CCc1c[nH]c2ccccc12 | 5%
Cc1sc2ncnc(N3CCC(C(=O)NNC(=O)COc4ccc(Br)cc4)CC3)c2c1C | 4%
CCOC(=O)c1oc2ccccc2c1COC(=O)CNC(=O)c1ccccc1F | 4%
CSc1ncnc2c1ncn2CCCNCCCN1CCCC1=O | 1%
Cc1cc(C)c(NC(=O)CNC(=O)COC(=O)Cc2cccs2)c(C)c1 | -4%
Cc1ccc(S(=O)(=O)N(C)C(C)CCc2ccco2)cc1 (stereo not given) | 3%
C[C@H]1CCC/C=C/[C@@H]2C[C@H](O)C[C@H]2[C@H](O)[C@H](S(=O)c2ccc(O)cc2)CC(=O)O1 (stereo not given in full) | -18%
C[C@H](CO)N1C[C@H](C)[C@@H](CN(C)C(=O)Nc2ccc3c(c2)OCO3)Oc2ccc(NC(=O)Nc3ccc(C(F)(F)F)cc3)cc2C1=O | 2%
CCc1cc(C(=O)N2CCN(S(=O)(=O)c3ccc(Cl)cc3)CC2)sc1C | 0%
O=C(Nc1ccc(N2CCCCC2)cc1)C1CCCN1S(=O)(=O)c1ccc(F)cc1 (stereo not given) | -5%
C[C@H](CO)N1C[C@H](C)[C@H](CN(C)C)Oc2ccc(NS(=O)(=O)c3ccc(F)cc3)cc2CC1=O | 3%
CC(C)Oc1ccc(S(=O)(=O)N2CCOCC2)cc1NC(=O)C1CCCCC1 | -10%
(list continues)
SMILES | Dengue-2 NS5 capping | others
Cc1cccc(C)c1NC(=O)CN1CCN(C(=O)c2ccc(OCc3cn4ccccc4n3)cc2)CC1 | -1%
CCSc1nc2c([nH]1)c(=O)n(C)c(=S)n2C | 8%
CCc1ccc(Nc2nnc(SCC(=O)NC(=O)CN3CCCC3=O)s2)cc1 | -8%
CCCN1C(=O)C(=O)c2cc(C)ccc21 | -4%
COc1ccc(CCNC(=O)c2ccc(NS(=O)(=O)c3ccc4[nH]c(=O)[nH]c4c3)cc2)cc1 | 4%
c1ccc(C2=NCCCO2)cc1 | -3%
CCCN(C(=O)c1ccc(N2CCCC2=O)cc1)C1CCS(=O)(=O)C1 (stereo not given) | -10%
COc1ccc(CC(=O)NNC(=O)c2ccc(Br)s2)cc1OC | -1%
O=C(NCC(c1ccco1)N1CCOCC1)C1CCCCC1 (stereo not given) | 2%
CCOC(=O)c1ccccc1NC(=O)C1CC(=O)N(C2CCCC2)C1 (stereo not given) | 2%
O=C(NCCc1ccc(C(F)(F)F)cc1)C1CC(=O)N(c2ccc3c(c2)OCCO3)C1 (stereo not given) | -12%
CCCCn1c(N)c(N(CC(C)C)C(=O)CC(NC(=O)c2ccccc2)c2ccccc2)c(=O)[nH]c1=O (stereo not given) | 0%
COc1ccc([C@@H]2Sc3ccccc3NC(=O)[C@@H]2O)cc1 | -8%
COc1ccc(O)c(C(=O)CC(=O)c2ccncc2)c1 | -3%
COc1ccc(OCCCCc2c(C)n[nH]c2C)cc1 | -2%
Cn1c(CCC(N)=O)nnc1SCC(=O)Nc1cc(S(=O)(=O)N2CCCC2)ccc1Cl | -1%
COc1cc(OC)c(C(=O)NNC(=O)CN(C)S(=O)(=O)c2ccc(Cl)cc2)cc1OC | -1%
O=C(O)c1cc([N+](=O)[O-])ccc1NCc1ccccn1 | 2%
CCC1S/C(=N/S(=O)(=O)c2ccc(N)cc2)NC1=O (stereo not given) | 0%
O=[N+]([O-])c1cccc(S(=O)(=O)Nc2ccc3cn[nH]c3c2)c1 | -4%
C=CCn1c(SCC(=O)Nc2cc(C)on2)nnc1-c1ccccc1F | -6%
CCN(C[C@H]1N[C@@](Cc2ccccc2)(C(=O)OC)[C@H]2C(=O)N(C)C(=O)[C@@H]12)S(=O)(=O)c1ccc(C(F)(F)F)cc1 | 4% | Dengue-2 NS5 capping pilot replicate=-0.3
Cc1c2cc[n+](CCN3CCCCC3)cc2c(C)c2c1[nH]c1ccc(O)cc12 | 13%
CCN1CCN(c2ccc(S(=O)(=O)N3CCOCC3)cc2NC(=O)c2ccc(C)c(C)c2)CC1 | -1%
COc1ccc(N2CCN(Cc3cc(=O)c(OCC(=O)Nc4ccccc4)co3)CC2)cc1 | 1%
The list goes on:
SMILES | Dengue-2 NS5 capping | others
CCOC(=O)C1CCCN(C(=O)CCNS(=O)(=O)c2ccc(Br)cc2)C1 (stereo not given) | -10%
O=C(/C=C/c1ccco1)c1cccc([N+](=O)[O-])c1 | 7%
CCOC(=O)[C@H]1[C@H]2COc3ccccc3[C@@H]2N2C(=O)CN(Cc3ccc(C)cc3)C(=O)[C@@]12C | ?
COCCN(C(=O)COC(=O)/C=C/c1ccc(SC)cc1)c1c(N)n(Cc2ccccc2)c(=O)[nH]c1=O | -6%
COc1cccc(Oc2ccc(C(F)(F)F)cc2NC(=O)CN2C(=O)NC3(CCCC3)C2=O)c1 | -13%
NNC(=O)C1CC(O)CN1S(=O)(=O)c1ccc2ccccc2c1 (stereo not given) | 0%
CCc1cc(C(=O)N(CC)CC(=O)Nc2c(F)cccc2F)sc1C | 3%
Cc1noc(NS(=O)(=O)c2ccc(NC(=O)c3ccc(N(C)C)cc3)cc2)c1C | -11%
CC1CCN(c2ccc3c(c2)S(=O)(=O)c2cccc(C(=O)NC4CC4)c2C3=O)CC1 | -22%
O=C1NC(Cc2ccccc2)c2nc3ccccc3c(=O)n2-c2ncccc21 (stereo not given) | 5%
CCOc1cc(-c2nnc(NC(=O)c3ccco3)o2)cc(OCC)c1OCC | 2%
Cc1nc2ccccc2nc1-c1ccc([N+](=O)[O-])cc1 | -1%
CCCCn1c(N)c(N(CC(C)C)C(=O)c2cc(-c3ccc(F)cc3)nc3ccccc23)c(=O)[nH]c1=O | 7%
O=C(CCCOC(=O)c1ccc(O)cc1O)c1ccc(Br)cc1 | -1%
O=C1OCCN1C(=O)[C@H]1[C@H](c2ccc(Cl)cc2)C(c2ccccc2)=NN1c1ccc(Br)cc1 | 1% | Dengue-2 NS5 capping pilot replicate=0.9
O=C1c2ccccc2N[C@@H]2C=CC[C@@H]2N1O | -8% | Dengue-2 NS5 capping pilot replicate=3.3
C/C(=N\N(c1ccccc1)c1ccccc1)c1ccc(N)cc1 | -3%
COc1cccc(NC(=O)CN(C)C(=O)CC2CC3CCC2C3)c1 (stereo not given) | -4%
CC(C)(C)OC(=O)N1Cc2cc3ccccc3nc2C1 | 2%
CCCN(CC(=O)Nc1cc(C)on1)CC(=O)Nc1ccccc1C | 9%
Cc1nc(SCC(=O)N2CCOCC2)c2c3c(sc2n1)CCC3 | -13%
O=C(/C=C/c1ccccc1)Nc1cc(S(=O)(=O)N2CCOCC2)ccc1N1CCOCC1 | -1%
COc1ccc([C@H]2N[C@]3(CCCN(CC4CCCCC4)C3=O)[C@H]3C(=O)N(C)C(=O)[C@@H]23)cc1 | -2%
CNC1(C)[C@H]2CC[C@H](C2)C1(C)C (stereo not given in full) | -7%
CN(CC(=O)Nc1ccc(F)cc1)C(=O)Cn1c(=O)oc2ccccc21 | -7%

Molecules listed so far containing a furan ring, fused or not:
SMILES | Dengue-2 NS5 capping | others
CCOC(=O)c1oc2ccccc2c1COC(=O)CNC(=O)c1ccccc1F | 4%
Cc1ccc(S(=O)(=O)N(C)C(C)CCc2ccco2)cc1 (stereo not given) | 3%
O=C(NCC(c1ccco1)N1CCOCC1)C1CCCCC1 (stereo not given) | 2%
O=C(/C=C/c1ccco1)c1cccc([N+](=O)[O-])c1 | 7%
CCOc1cc(-c2nnc(NC(=O)c3ccco3)o2)cc(OCC)c1OCC | 2%

4 compounds from above, sorted by number of heavy atoms, falling.
SMILES | Dengue-2 NS5 capping | others
C[C@H]1CCC/C=C/[C@@H]2C[C@H](O)C[C@H]2[C@H](O)[C@H](S(=O)c2ccc(O)cc2)CC(=O)O1 (stereo not given in full) | -18%
CC(C)Cn1c(N)c(C(=O)COC(=O)c2ccc(O)cc2O)c(=O)n(C)c1=O | -3%
Cc1cc(C)c(NC(=O)CNC(=O)COC(=O)Cc2cccs2)c(C)c1 | -4%
Cc1ccc(S(=O)(=O)N(C)C(C)CCc2ccco2)cc1 (stereo not given) | 3%

The main list resumes, starting 2 compounds before the break.
SMILES | Dengue-2 NS5 capping | others
CNC1(C)[C@H]2CC[C@H](C2)C1(C)C (stereo not given in full) | -7%
CN(CC(=O)Nc1ccc(F)cc1)C(=O)Cn1c(=O)oc2ccccc21 | -7%
CC(C)(C)c1ccccc1NC(=O)c1cc(-c2ccncc2)nc2ccccc12 | -5%
CNC(=O)c1cccc(NC(=O)c2cc(-c3ccccc3)nc3c2cnn3C(C)C)c1 | -1%
COc1ccc(NS(=O)(=O)c2ccc3c(c2)CCC(=O)N3)cc1O | -4%
CCc1ccc(NC(=O)C(=O)c2ccccc2NC(C)=O)cc1 | -5%
Cc1ccc(NC(=O)CCC(=O)N2CCOCC2)nc1 | 4%
COc1cc(C)cc(C(=O)C=Cc2ccccc2)c1O | -24%
Cc1cccc(OCC(=O)OC(C)C(=O)Nc2ccc(S(=O)(=O)N3CCCCC3)cc2)c1 (stereo not given) | 1%
CCCCN(Cc1nc2ccccc2c(=O)[nH]1)C(=O)c1nn(C)c(=O)c2ccccc12 | -6%
Fc1ccc2cnc(-c3cccnc3)cc2c1 | -1%
CC(OC(=O)c1ccc2ncsc2c1)C(=O)N(C)C1CCCCC1 (stereo not given) | -11%
CC(C)c1cc(C(=O)NC2CCCCCC2)c2ccccc2n1 | -5%
COc1ccc(-c2nnc(SCC(=O)NC3CC3)o2)c(OC)c1 | 1%
COc1ccc(N2CCN(C(=O)COC(=O)CCOc3ccc(C(C)(C)C)cc3)CC2)cc1 | -5%
CCCc1cc(=O)[nH]c2nnc(SCC(=O)Nc3ccc4c(c3)OCCO4)n12 | 4%
Cc1ccc(OCCC(=O)NNC(=O)c2ccncc2)cc1 | -9%
Cc1ccc(NC(=S)NC(=O)C2CCCC2)c(Br)c1 | 6%
CC(C)CCN1CCC(CN2C(=S)NC[C@@H]2Cc2ccccc2)CC1 | -4% | Dengue-2 NS5 capping pilot replicate=2.1
Cc1ccc(NS(=O)(=O)c2ccccc2)c([N+](=O)[O-])c1 | -1%
Nc1cc2c(cc1Cl)N(Cc1ccccc1)C(=O)CO2 | -3%
O=C(NCCS(=O)(=O)N1CCN(c2ccccc2)CC1)c1ccco1 | 0%
O=C(c1ccccc1Cc1ccccc1)N1CCN(S(=O)(=O)c2ccccc2Br)CC1 | 1%
Nc1nc(N)c2cc(Sc3ccc(Cl)cc3)ccc2n1 | 1%
CCOC(=O)c1cccc(C2=CC(=O)CC(C)(C)C2)c1 | -7%
O=C(COC(=O)c1ccc(O)cc1O)c1ccc(Cl)cc1 | 2%
N#Cc1ccc(NC2c3ccccc3CC2O)cc1 (stereo not given) | 6%

The last 3 entries of the part above open the next one:
SMILES | Dengue-2 NS5 capping | others
CCOC(=O)c1cccc(C2=CC(=O)CC(C)(C)C2)c1 | -7%
O=C(COC(=O)c1ccc(O)cc1O)c1ccc(Cl)cc1 | 2%
N#Cc1ccc(NC2c3ccccc3CC2O)cc1 (stereo not given) | 6%
CC1(C)CC(=O)C=C(c2ccc(COC(=O)c3cccc(C(F)(F)F)c3)cc2)C1=O | 0%
Cc1ccc(-c2nc3c4ccccc4ccn3c2Cc2ccccc2)cc1 | -3%
O=C(CCCC(=O)NN=Cc1ccc(Cl)cc1Cl)NN=Cc1ccc(Cl)cc1Cl | -6%
O=C(CSC1=NS(=O)(=O)c2cc(Cl)ccc2N1)Nc1ccccc1F | -1%
C[C@H](CO)N1C[C@H](C)[C@@H](CN(C)C(=O)Nc2ccccc2)Oc2ccc(NS(=O)(=O)c3cn(C)cn3)cc2C1=O | -3%
CN(C(=O)c1cccc(NC(=O)Cc2cccc(NC(=O)C3CCN(C(=O)c4ccccc4)CC3)c2)c1)C1CCCC1 | -2%
CCOc1ncccc1C(=O)NNC(=O)c1csc(N2CCOCC2)n1 | -3%
Cc1ccc(C(=O)NCC(=O)N(C)CC(=O)Nc2c(Cl)cccc2Cl)s1 | -7%
CC(C)(C)OC(=O)C[C@H]1C/C=C\C[C@@H](CC(=O)N[C@@H](CO)Cc2ccccc2)C(=O)N2CCC[C@@H]2COC1=O | 0%
COc1ccc(S(=O)(=O)N(C)C[C@H]2Oc3c(NC(=O)Nc4ccc(C(F)(F)F)cc4)cccc3C(=O)N([C@H](C)CO)C[C@@H]2C)cc1 | -5%
CCN(C(=O)C1CC1)C1CCS(=O)(=O)C1 (stereo not given) | 3%
CC[C@]12c3[nH]c4ccc(Cl)cc4c3CCN1C(=O)[C@@H](CC(=O)NCCC1=CCCCC1)C[C@@H]2C(=O)N1CCN(C(=O)c2ccco2)CC1 | -8%
CC(=O)Nc1ccc(NC(=O)CCN2C(=O)C3CC=CCC3C2=O)cc1 (stereo not given) | -3%

Assay outcomes from PubChem.
